RAD54 branch: RAD54 (human) branch migration inhibition; Q92698; RAD54 Holliday junction branch migration, FAM/BHQ fluorescence; inhibition, % at 10.4 µM; hit rate 0.14% among 360,000;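 active = mean normalized replicate activity at least 40 and at least half of replicates scoring 40 or more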;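 note: 0% = median of neutral control wells and 100% = median of positive control wells; inhibitors cause a drop in the FAM fluorescence signal; in these data hits start at about 50%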
Target sequence (Q92698 whole entry, looked up): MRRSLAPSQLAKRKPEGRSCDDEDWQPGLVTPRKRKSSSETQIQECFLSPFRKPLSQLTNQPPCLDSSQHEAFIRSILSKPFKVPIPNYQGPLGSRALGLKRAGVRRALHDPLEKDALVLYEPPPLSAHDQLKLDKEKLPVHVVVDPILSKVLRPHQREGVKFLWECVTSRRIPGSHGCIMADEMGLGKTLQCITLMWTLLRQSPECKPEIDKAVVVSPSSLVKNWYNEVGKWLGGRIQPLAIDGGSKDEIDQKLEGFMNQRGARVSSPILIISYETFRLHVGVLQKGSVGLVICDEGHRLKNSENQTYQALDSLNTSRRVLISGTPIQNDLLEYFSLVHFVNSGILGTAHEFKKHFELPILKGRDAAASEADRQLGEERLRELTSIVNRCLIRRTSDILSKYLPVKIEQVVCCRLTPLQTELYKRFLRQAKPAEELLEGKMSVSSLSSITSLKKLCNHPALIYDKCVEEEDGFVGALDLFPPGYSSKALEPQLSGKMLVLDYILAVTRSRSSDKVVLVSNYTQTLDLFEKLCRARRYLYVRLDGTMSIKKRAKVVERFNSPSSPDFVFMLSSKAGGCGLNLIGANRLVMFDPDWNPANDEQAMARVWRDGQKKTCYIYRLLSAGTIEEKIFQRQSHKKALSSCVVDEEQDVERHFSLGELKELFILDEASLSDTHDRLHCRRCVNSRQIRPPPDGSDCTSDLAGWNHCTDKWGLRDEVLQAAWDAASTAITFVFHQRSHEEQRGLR
ARNT-TACC3 inh: disruptors of human ARNT/TACC3 interaction | Q9Y6A5 | AlphaScreen His-ARNT PAS-B/GST-TACC3 binding, luminescence; TACC3 fragment carries E629A point mutation | inhibition, % at 9.99 µM | hit rate 0.66% among 390,000;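 active = mean inhibition of replicates at least 50% and at least half of replicates each reaching 50%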;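 note: 0% = complete ARNT plus TACC3 wells and 100% = ARNT alone without TACC3; many hits fall short of the cut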
RAD52 anneal inh: RAD52 (human) annealing inhibition. recombinant RAD52 DNA annealing, FRET fluorescence. inhibition, % at 18.7 µM. hit rate 0.46% among 360,000. AID 651710;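 active = every replicate showing at least 50% inhibition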
PglD DTNB: inhibitors of Campylobacter jejuni PglD acetyltransferase. purified PglD enzyme, DTNB colorimetric CoA detection. inhibition, % at 12.5 µM. hit rate 0.098% among 360,000; in the data active = inhibition above about 16%, passing the limit was not always enough; note: strong numbers were not always called active
ERp5 block: inhibitors of human ERp5; AID 651711; inhibition, % at 9.99 µM; Q15084; ERp5 insulin aggregation, absorbance 650 nm, 90 min; hit rate 0.05% among 350,000;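 active = mean replicate inhibition above about 25%, with every replicate also reaching it, limit read from the data, passing the limit was not always enough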
E-selectin induc: E-selectin induction on HUVECs. P16581. HUVEC E-selectin immunofluorescence imaging; normalized: neutral wells 0, TNF-alpha wells 100. activation, % at 7.58 µM. hit rate 0.37% among 260,000. AID 686992;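 active = mean E-selectin-positive cell signal at least 10% of the positive control, reached in at least 60% of replicates, without over 20% cell loss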;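 note: in these data hits start at about 27%; measured in HUVEC primary endothelial cells; signal is the percent of cells scored E-selectin positive by PE staining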
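Assay system: HUVEC, human umbilical vein endothelial cells / Amount: 3,000 HUVEC/well / Controls: TNF-alpha positive control, DMSO neutral control / Compound dosing: single concentration / Medium: EGM-2 over gelatin coat / Evaluation: percent E-selectin-positive cells / Signal: immunofluorescence imaging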
esBAF inh: inhibitors of esBAF chromatin remodeling in mouse ES cells; hit rate 2% among 350,000; reporter increase, % at 12.5 µM; Bmi1-luciferase knock-in reporter, 24 h; 100% = twice the neutral-well signal; in the data active = activation above about 40%;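 note: 0% = median of the plate's neutral control wells and 100% = double that signal; a rise in the Bmi1 reporter signal indicates esBAF inhibition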
CASP6 VEID inh: caspase-6 (human) enzyme inhibition; purified caspase-6, Z-VEID-R110 cleavage fluorescence; inhibition, % at 12.5 µM; hit rate 0.53% among 350,000;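 active = mean inhibition across replicates at least about 35%, with every replicate also reaching that limit, limit read from the data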;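 note: 0% = median of neutral control wells and 100% = no fluorescence left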
Target sequence (P55212 24-179 limits assumed): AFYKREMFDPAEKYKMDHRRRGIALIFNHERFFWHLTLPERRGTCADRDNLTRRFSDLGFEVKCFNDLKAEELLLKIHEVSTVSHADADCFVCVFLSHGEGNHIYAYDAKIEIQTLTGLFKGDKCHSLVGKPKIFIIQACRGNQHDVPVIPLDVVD
Target sequence (P55212 194-293 limits assumed): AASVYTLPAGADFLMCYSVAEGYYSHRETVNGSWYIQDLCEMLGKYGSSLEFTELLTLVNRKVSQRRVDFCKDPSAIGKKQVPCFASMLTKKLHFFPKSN
* hit, by the source's call; . = not tested or not shown; & = joins results of further samples. No enrichment for hits, and some 3.2% of all compounds hit somewhere here.

SMILES	RAD54 branch	ARNT-TACC3 inh	RAD52 anneal inh	PglD DTNB	ERp5 block	E-selectin induc	esBAF inh	CASP6 VEID inh
C[C@H]1CN([C@@H](C)CO)C(=O)c2cc(NS(=O)(=O)c3ccc(Cl)cc3)ccc2O[C@H]1CN(C)Cc1ccncc1	-8	-4	0	2	-1	-12	2	1
CC(NC(=O)c1ccccc1)c1ccc(Br)cc1 (centres undefined)	.	-4	-1	.	7	.	-9	-1
C/C=C/c1ccc([C@@H]2[C@@H](CO)N(C(=O)C3CCCC3)C23CN(C(=O)NC(C)C)C3)cc1	.	.	-15	.	-2	0.0	.	0
CCC[C@@H]1C=C(C(=O)OCC)[C@H](c2ccccc2)N1S(=O)(=O)c1ccc(C)cc1	-5	.	-14	-2	-2	-0.1	-3	-2
CC(C)N(C(=O)COC(=O)CNC(=O)c1ccc(Br)cc1)c1ccccc1	-1	.	5	3	6	-0.1	-1	0
CSCCC(NC(=O)c1ccco1)C(=O)O (centres undefined)	-2	-45	.	0	.	.	2	.
COc1ccc(S(=O)(=O)N(C)C[C@@H]2Oc3ccc(NC(=O)NC(C)C)cc3CC(=O)N([C@H](C)CO)C[C@H]2C)cc1	4	-2	-1	3	11	0.4	-5	1
C/C=C/c1ccc([C@@H]2[C@H](CO)N(C(C)=O)C23CN(C(=O)c2ccc(F)cc2)C3)cc1	.	.	-27	.	-2	2.3	.	6
Cn1c(C(=O)Nc2ccc3c(c2)OCCO3)cc2c(=O)n(C)c3ccccc3c21	6	.	9	-2	0	.	-14	-3
COc1ccc(S(=O)(=O)Nc2ccc3c(c2)C(=O)N([C@@H](C)CO)C[C@@H](C)[C@@H](CN(C)S(=O)(=O)c2ccc(C)cc2)OCCCC[C@@H](C)O3)cc1	3	13	-124	-7	0	.	-3	-1
COCCCn1c(C(=O)N2CCOCC2)cc2c(=O)n3cccc(C)c3nc21	-1	-11	-7	-1	10	.	-2	-3
CC(C)C[C@H]1CNC(=S)N1C[C@H]1CCCN1C[C@H](Cc1ccc(O)cc1)N1C[C@H](Cc2ccccc2)N(CCc2ccccc2)C1=S	-2	.	44	-1	0	5.5	-5	-1

Only RAD54 branch, ARNT-TACC3 inh and PglD DTNB, for some of the entries so far:
SMILES | RAD54 branch | ARNT-TACC3 inh | PglD DTNB
COc1ccc(S(=O)(=O)N(C)C[C@@H]2Oc3ccc(NC(=O)NC(C)C)cc3CC(=O)N([C@H](C)CO)C[C@H]2C)cc1 | 4 | -2 | 3
CCC[C@@H]1C=C(C(=O)OCC)[C@H](c2ccccc2)N1S(=O)(=O)c1ccc(C)cc1 | -5 | . | -2

(cont.)
SMILES	RAD54 branch	ARNT-TACC3 inh	RAD52 anneal inh	PglD DTNB	ERp5 block	E-selectin induc	esBAF inh	CASP6 VEID inh
CCOC(=O)c1c(NC(=O)Cn2nnc(-c3ccc(Cl)cc3)n2)sc(C)c1C	-4	-1	.	0	.	.	-10	.
Cc1ccc(-c2ccc3c(c2)O[C@@H](CN(C)Cc2cncnc2)[C@@H](C)CN([C@@H](C)CO)S3(=O)=O)cc1	1	3	-9	2	-6	0.1	5	.
O=C(C#Cc1ccccc1)Nc1ccccc1F	-3	-5	-16	4	-3	.	22	15
O=C(C[C@H]1C[C@H]2c3cc(NC(=O)Nc4ccccc4)ccc3O[C@H]2[C@H](CO)O1)NC1CCCCC1	-19	-8	9	0	5	2.4	1	-1
C[C@H]1CN([C@@H](C)CO)C(=O)c2cc(-c3cccc(F)c3)cnc2O[C@H]1CN(C)C(=O)C1CCOCC1	-2	-9	8	-2	-1	0.2	-5	2
C[C@H]1CN([C@@H](C)CO)S(=O)(=O)c2ccc(-c3ccccc3)cc2O[C@H]1CN(C)S(C)(=O)=O	0	3	4	0	5	0.4	-2	-1
CCS(=O)(=O)NCc1ccc2c(c1)cc(C)n2C	-8	-1	-19	0	4	1.6	0	1
CCCC(=O)Nc1nnc(S(=O)(=O)N2CCCCCC2)s1	-3	0	-17	-4	0	0.0	-2	-1
COc1ccc(C2CC(=O)C(C=NCCCO)=C(O)C2)cc1 (centres undefined)	-3	3	-38	1	-1	.	-2	0
CC(=O)Cn1cnc2c(sc3nc(C)cc(C)c32)c1=O	.	6	-4	.	-5	6.5	14	1
C[C@@H]1CN([C@@H](C)CO)C(=O)c2cc(NC(=O)C3CCCCC3)ccc2O[C@@H](C)CCCCO[C@@H]1CN(C)C(=O)Nc1ccc2c(c1)OCO2	21	-3	-7	-3	0	0.0	4	-3
CCc1ccc(C(O)(c2ccccc2OC)C(CN2CCOCC2)c2ccccc2)cc1 (centres undefined)	.	-1	-10	.	0	.	.	3
Cc1ccc(-c2cc3onc(-c4ccccc4)c3c(=O)n2C)cc1	-9	-3	-1	-1	-2	-0.1	-58	-1
O=C(O)c1ccccc1C(=O)Nc1ccccc1[N+](=O)[O-]	6	6	-6	0	1	1.5	-1	-3
CCOc1ccc(/C=N/NC(=O)C(=O)NCc2ccco2)cc1	.	-4	-5	.	-1	.	.	3
CC1=C(C(=O)N(C(C)C)C(C)C)CC(CC(=O)NCc2cccc3ccccc23)C(=O)N1Cc1ccc(C(C)(C)C)cc1 (centres undefined)	4	.	-6	3	-3	0.0	-2	-2
C=CCNc1cccc(Br)c1	-2	-6	-3	-1	-2	-0.1	.	-2
CCN(CC)S(=O)(=O)c1ccc(OC)c(NC(=O)c2ccc([N+](=O)[O-])cc2)c1	.	-24	-17	.	-3	.	.	19
CCCCNC(=O)N1CCN(C(=O)C2CCCO2)CC1 (centres undefined)	13	.	-19	10	1	.	-4	0
COc1ccc(CC(=O)Nc2nc(C)cs2)cc1OC	-7	2	.	2	.	.	-1	.
CCOC(=O)c1ccc(Nc2sc(C(=O)c3cccc([N+](=O)[O-])c3)c(N)c2C#N)cc1	-12	3	-20	-3	-1	0.5	-25	-5
Cc1cc(C)c(NC(=O)C2=CCN(S(=O)(=O)c3ccc(F)cc3)CC2)c(C)c1	4	3	-10	-3	-3	.	1	-3
Cc1nc(SC2CC(=O)N(c3cc(Cl)cc(Cl)c3)C2=O)nc2c1CCCC2 (centres undefined)	4	0	.	5	.	.	-9	.
NC1=NC[C@H](Cc2ccccc2)N1CCc1cc(C(F)(F)F)cc(C(F)(F)F)c1	10	-3	5	-2	6	0.0	3	-8
CCCCn1nc(C(=O)NC2CCCCCC2)c2ccccc2c1=O	0	-4	2	1	-3	-0.2	-7	-5
C[C@H](CO)N1C[C@H](C)[C@@H](CN(C)C(=O)C2CCOCC2)Oc2cc(C#Cc3ccncc3)ccc2S1(=O)=O	1	-3	-11	-4	-2	-0.1	2	0
COc1ccc(CNc2ccc(S(N)(=O)=O)cc2)c(OC)c1OC	2	-12	.	5	.	.	-7	.
CC(C)NS(=O)(=O)c1ccc(CCC(=O)O)cc1	-2	2	.	-3	.	.	-7	.
CN1CCN(C(=O)c2ccc(N(Cc3ccc(Cl)cc3)S(C)(=O)=O)cc2)CC1	-3	-5	.	0	.	.	-3	.
COc1ccccc1CN(C(=O)CNC(=O)c1ccco1)C(C(=O)NCC1CCCO1)c1ccccc1 (centres undefined)	13	-4	-28	-4	-1	-0.3	5	8
COc1ccc2[nH]c3c(c2c1)CCN1C(=O)C(CC(=O)NCc2cccc(C(F)(F)F)c2)C[C@H](C(=O)N2CCCCC2)[C@@]31CCc1ccccc1 (some centres undefined)	3	33	-9	-2	7	0.7	9	14
O=C(N/N=C/c1ccco1)c1ccccc1OCc1ccc(Br)cc1	.	3	-4	.	2	-0.3	.	1
Cc1ccccc1C(=O)N/N=C/c1ccccn1	-2	12	-21	-4	-2	-1.4	.	1
O=C(CN1CCOCC1)NNc1nc(-c2ccccc2)c2cc(Br)ccc2n1	.	.	-2	.	-3	8.3	.	3
COc1ccc(C)cc1Nc1n[n+](-c2ccccc2)c(-c2ccc(N(C)C)cc2)s1	-13	9	-74	3	7	0.1	10	1
CC(C)NC(=O)N(C)C[C@@H]1OCCCC[C@H](C)Oc2ccc(NC(=O)c3ccccc3)cc2C(=O)N([C@@H](C)CO)C[C@@H]1C	-1	-17	13	0	-1	-0.1	.	11

Brought forward from above: 2 compounds, followed by the next part.
SMILES	RAD54 branch	ARNT-TACC3 inh	RAD52 anneal inh	PglD DTNB	ERp5 block	E-selectin induc	esBAF inh	CASP6 VEID inh
COc1ccc(C)cc1Nc1n[n+](-c2ccccc2)c(-c2ccc(N(C)C)cc2)s1	-13	9	-74	3	7	0.1	10	1
CC(C)NC(=O)N(C)C[C@@H]1OCCCC[C@H](C)Oc2ccc(NC(=O)c3ccccc3)cc2C(=O)N([C@@H](C)CO)C[C@@H]1C	-1	-17	13	0	-1	-0.1	.	11
CCn1cc(C(=O)NCCCN2CCCC2)c(=O)c2cc(S(=O)(=O)N3CCc4ccccc4C3)ccc21	.	0	-47	.	8	1.9	.	-2
Cc1[nH]c2ccccc2c1/C=C/c1nc2ccccc2c(=O)n1-c1ccc([N+](=O)[O-])cc1	.	1	1	.	-5	11	.	1
COc1ccc(NS(=O)(=O)c2cccs2)cn1	-13	-2	-12	.	4	-2.1	-2	6
CC(=O)N1CC2(C1)[C@H](c1ccccc1)[C@H](CO)N2C(=O)c1cnccn1	.	.	2	.	-2	0.1	.	2
CCOc1cc(/C=N/NC(=O)c2ccccn2)ccc1OC(=O)c1cccs1	2	13	-5	-5	-1	-0.2	18	-1
COCC(=O)N1CC2(CN(Cc3cccnc3)C2)c2c(n(C)c3cc(OC)ccc23)[C@H]1CO	.	.	-5	.	-9	0.4	.	-5
Cc1[nH]c2ccccc2c1/C=N/NC(=O)c1cc(C(C)(C)C)[nH]n1	5	.	-1	5	2	-0.3	.	0
COc1ccc(C(=O)Nc2ccc3c(c2)C(=O)N(C)C[C@@H](OC)[C@H](C)CN(C)[C@H](C)CO3)cc1	2	-3	-4	-1	1	0.1	-2	-3
COc1cc(NC(=O)c2ccnnc2)cc(C(=O)Nc2cccc(C(F)(F)F)c2)c1	2	0	-19	1	7	0.8	-11	2
COc1ccccc1N1CCN(C(=O)c2ccc3c(Cl)c4c(nc3c2)CCCC4)CC1	-7	-15	.	2	.	.	-8	.
COc1ccc2c3c(n(C)c2c1)[C@@H](CO)N(C(=O)C1CCOCC1)CC31CN(C(=O)C2CC2)C1	.	.	6	.	-3	-0.1	.	3
C[C@@H]1CN([C@H](C)CO)C(=O)CCCn2nncc2CO[C@@H]1CN(C)S(=O)(=O)c1cccc(C#N)c1	3&-1	-3	4&2	4&-1	-3&1	0.0&0.5	5&2	1&1
COc1ccc(N(CC(=O)NN=C2CCCC2)S(=O)(=O)c2ccccc2)cc1	-3	1	.	-10	.	.	-2	.
O=C(C1CCOCC1)N1CC[C@@H]2[C@H](CO)Nc3ccc(Br)cc3[C@@H]21	-11	1	-11	1	-2	0.4	1	2
C#CCOCCOCCOCCNc1nc(N2CCN(C(=O)[C@H](CCCN=C(N)N)n3cc(C(N)[C@@H](C)CC)nn3)CC2)nc(N2CCN(C(=O)[C@H](CCC(=O)O)n3cc([C@@H](N)CCCCN)nn3)CC2)n1 (some centres undefined)	-22	15	-94	-1	2	0.1	-6	-204
COCCOC(=O)N1C(=O)[C@@]2(c3cc(C#CCC(C(=O)OC)C(=O)OC)ccc31)[C@H](C(N)=O)[C@H]1C(=O)O[C@H](c3ccccc3)[C@H](c3ccccc3)N1[C@@H]2c1ccc(OCCO)cc1	-5	6	-5	0	0	.	.	5
CC(=O)Nc1ccc(S(=O)(=O)n2nc(-c3ccc(C)cc3)nc2N)cc1	4	-8	.	-3	.	.	12	.
N#CCNC(=O)C1c2ccccc2Oc2ccccc21	-6	-5	6	-1	-1	.	-6	0
CC(C)Cc1cc(C(=O)Nc2ccccc2)c2ccccc2n1	6	-5	-6	2	2	.	-7	-1
CCOC(=O)N1CCN(C(=O)C2CCCN(S(=O)(=O)c3ccccc3)C2)CC1 (centres undefined)	-2	1	.	-2	.	.	-8	.
CC1(C(=O)Nc2cccc(C(F)(F)F)c2)Cc2c(-c3ccc4c(c3)OCO4)ccnc2O1 (centres undefined)	8	.	-22	-3	1	0.2	9	-3
COc1ccc(N=C(c2ccccc2)c2c(C)[nH]n(-c3ccccc3)c2=O)c(OC)c1	8	11	-13	-1	7	3.3	5	-1

Compound activity deposited in PubChem by Broad Institute.
